HTR5A inv ctr: counter-screen for OPRM1-OPRD1 inverse agonists: human HTR5A inverse agonism; P47898; HTR5A cell line, luminescence; inhibition, % at 9.3 µM; actives 0.083% (n = 340,000); AID 504634; in the data active = inhibition mostly above about 23%, no sharp cut-off; inactive = mostly below about 18%;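 also: 0% = cells with DMSO and 100% = no-cell wells with DMSO; some compounds called inactive have numbers as strong as hits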
Target sequence (P47898 whole entry, looked up): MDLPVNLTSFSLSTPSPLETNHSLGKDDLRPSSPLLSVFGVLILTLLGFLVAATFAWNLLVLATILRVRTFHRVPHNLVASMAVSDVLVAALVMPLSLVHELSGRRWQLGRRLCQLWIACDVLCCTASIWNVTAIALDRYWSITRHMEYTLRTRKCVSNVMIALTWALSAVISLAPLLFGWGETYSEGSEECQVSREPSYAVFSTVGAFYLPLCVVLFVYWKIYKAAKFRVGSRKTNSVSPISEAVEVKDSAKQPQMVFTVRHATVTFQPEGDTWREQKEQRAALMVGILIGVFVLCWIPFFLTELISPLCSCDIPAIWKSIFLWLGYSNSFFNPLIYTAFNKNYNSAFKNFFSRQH
DAGLB inhibitor: blocks human DAGLB lipase activity. Q8NCG7. HEK293T DAGLB membrane lysate, EnzChek fluorogenic substrate. inhibition, % at 5.17 µM. actives 0.059% (n = 340,000); in the data active = inhibition above about 34%;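 also: 0% = enzyme with vehicle and 100% = wells lacking enzyme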
SUMO Mot1 rescue: blocks SUMOylation pathway, rescuing yeast Mot1-301 growth | S. cerevisiae Mot1-301 growth rescue, ATP luminescence, 38.5C; percent above DMSO median, 100 means doubled | growth rescue, % at 18.8 µM | actives 1% (n = 320,000);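 active = every valid replicate shows activation above 250% relative to neutral control wells; inactive = the rest, any valid replicate at or below 250%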;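 also: OY570 slx delta 5 strain wells were the positive control but not used for scaling; some compounds called inactive have numbers as strong as hits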
AddAB inh: less growth of phage-infected E. coli with AddAB; E. coli expressing H. pylori AddAB, absorbance growth; inhibition, % at 11.9 µM; actives 0.29% (n = 330,000); AID 435030; in the data active = inhibition above about 12%;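 also: 0% = vehicle wells of infected cells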
Ecoli viability: reduces bacterial viability in AddAB counter-screen. E. coli V3065 growth, OD600 absorbance, 18 h. inhibition, % at 11.9 µM. actives 0.27% (n = 330,000);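 active = inhibition above the campaign's mean inhibition across all tested compounds plus 3 SD, cut at about 9.9% in these data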;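 also: uninfected addAB+ strain grown without phage in ampicillin broth; 0% = DMSO wells and 100% = ciprofloxacin 0.95 µg/ml wells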
PKA-R2B activ: activates the human PKA-R2B holoenzyme complex; P22694+P31323; PKA-R2B holoenzyme dissociation, Cy5-IP20 fluorescence polarization; R2B truncated from residue 108, S112A mutant; 0% DMSO only, 100% 113 µM cGMP; activation, % at 11.4 µM; actives 0.079% (n = 340,000); AID 504700;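 active = activation above a cutoff set at the mean over all compounds plus 3 SD, cut at about 18% in these data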;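 also: higher means more holoenzyme dissociation and a rise in polarization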
HTR5A ag: activates human HTR5A in OPRM1-OPRD1 agonist counter-screen; AID 504692; actives 0.61% (n = 340,000); P47898; activation, % at 9.3 µM; HTR5A agonist assay, luminescence, cell-based; in the data active = activation mostly above about 9.5%, no sharp cut-off; inactive = mostly below about 7.6%;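 also: 0% = cells with vehicle only and 100% = reference agonist; strong numbers were not always called active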
PKA-R1A activ: PKA-R1A complex activation; P00514+P68181; PKA-R1A dissociation, Cy5-IP20 fluorescence polarization; scaled: DMSO 0%, 113 µM cGMP 100%; activation, % at 11.4 µM; actives 0.083% (n = 340,000);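 active = percent activation above the mean of all tested compounds plus 3 SD, cut at about 19% in these data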;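 also: higher means more PKAc released from R1A so a rise in polarization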
phage Ecoli inh: E. coli growth loss with phage present. growth absorbance. inhibition, % at 11.9 µM. actives 0.26% (n = 360,000). AID 651602; in the data active = inhibition above about 11%
CDK5 p35 inh: CDK5/p35 (human) kinase inhibition; Q00535+Q15078; Recombinant CDK5/p35, ADP-Glo luminescence, 60 min; inhibition, % at 10 µM; actives 0.01% (n = 330,000); AID 488839;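 active = highest replicate inhibition of at least 50% and at least 75% of replicates reaching 50%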;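 also: plate controls were DMSO neutral control for no effect and GW8510 at 10 µM for full effect; many of its hits are not listed in these tables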
Target sequence (Q00535 whole entry, looked up): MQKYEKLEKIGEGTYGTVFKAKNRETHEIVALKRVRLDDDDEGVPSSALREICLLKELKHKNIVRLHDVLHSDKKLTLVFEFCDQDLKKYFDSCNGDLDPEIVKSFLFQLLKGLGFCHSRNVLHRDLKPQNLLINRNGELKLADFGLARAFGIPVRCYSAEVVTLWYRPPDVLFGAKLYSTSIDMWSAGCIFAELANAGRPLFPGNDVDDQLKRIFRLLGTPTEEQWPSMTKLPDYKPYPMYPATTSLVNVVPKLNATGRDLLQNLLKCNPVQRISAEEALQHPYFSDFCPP
Target sequence (Q15078 whole entry, looked up): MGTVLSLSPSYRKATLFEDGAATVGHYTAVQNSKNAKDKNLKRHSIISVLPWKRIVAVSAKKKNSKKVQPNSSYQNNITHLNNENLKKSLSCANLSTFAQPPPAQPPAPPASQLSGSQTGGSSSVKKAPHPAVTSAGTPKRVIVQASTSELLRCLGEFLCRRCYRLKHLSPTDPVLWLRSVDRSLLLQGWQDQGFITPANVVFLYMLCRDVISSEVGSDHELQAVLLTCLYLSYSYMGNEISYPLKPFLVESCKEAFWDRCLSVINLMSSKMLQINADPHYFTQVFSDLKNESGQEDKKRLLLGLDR
Tat export inh: blocks Tat-dependent protein export in E. coli; E. coli MC4100 TorA-mCherry Tat export, fluorescence; inhibition, % at 10 µM; actives 0.036% (n = 340,000); AID 488895;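 active = mean replicate inhibition at least 50% and at least half of replicates individually reaching 50%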;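 also: exported cargo escapes ClpAP degradation while cytoplasmic cargo is degraded and loses fluorescence; 0% = median of neutral control wells and 100% = median of NaSCN control wells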
An asterisk follows results filed as active.

For C=CCOc1c(Br)cc(/C=N/NC(=O)Cc2ccc(C(F)(F)F)cc2[N+](=O)[O-])cc1OC the results were HTR5A inv ctr -4, DAGLB inhibitor -2, SUMO Mot1 rescue 7, AddAB inh 0.8, Ecoli viability -2.0, PKA-R2B activ 5, HTR5A ag -1, PKA-R1A activ -6, phage Ecoli inh 1.7 and Tat export inh -5.
Screening COc1ccc(S(=O)(=O)N2CCOCC2)cc1NC(=O)CSc1nnnn1C1CC1 returned HTR5A inv ctr 5, DAGLB inhibitor 1, SUMO Mot1 rescue -18, AddAB inh 1.0, Ecoli viability -1.2, PKA-R2B activ -2, HTR5A ag -2, PKA-R1A activ 12, phage Ecoli inh 2.1, CDK5 p35 inh 1.5 and Tat export inh 4.
`O=[N+]([O-])c1ccc(Cl)c(S(=O)(=O)Nc2cccc(S(=O)(=O)NC3=NCCC3)c2)c1` gave HTR5A inv ctr 3, DAGLB inhibitor 1, SUMO Mot1 rescue -9, AddAB inh -0.1, Ecoli viability -0.7, PKA-R2B activ 1, HTR5A ag -1, PKA-R1A activ 2, phage Ecoli inh -2.5, CDK5 p35 inh -0.5 and Tat export inh -3.
For CNc1oc(Cc2ccccc2)nc1S(=O)(=O)c1ccccc1 the results were HTR5A inv ctr -30, DAGLB inhibitor 2, SUMO Mot1 rescue -6, AddAB inh 0.9, Ecoli viability -1.6, PKA-R2B activ -6, HTR5A ag 5, PKA-R1A activ -13, CDK5 p35 inh -0.2 and Tat export inh 1.
`COc1ccc(/C=C/C(=O)NC(=S)Nc2ccc(S(=O)(=O)N=C(N)N)cc2)cc1OC` gave HTR5A inv ctr -3, DAGLB inhibitor -1, SUMO Mot1 rescue 2, AddAB inh -0.1, Ecoli viability 0.3, PKA-R2B activ 9, HTR5A ag 1, PKA-R1A activ -1, phage Ecoli inh 3.2, CDK5 p35 inh 0.6 and Tat export inh 2.
Screening COC(=O)C1=C(N)Oc2cc(C)oc(=O)c2C1c1cccnc1 (stereo unspecified) returned HTR5A inv ctr -2, DAGLB inhibitor 0, SUMO Mot1 rescue 2, AddAB inh 0.8, Ecoli viability 0.9, PKA-R2B activ 10, HTR5A ag 0, PKA-R1A activ -12, phage Ecoli inh 2.7, CDK5 p35 inh 0.3 and Tat export inh -12.
`COc1ccc(OCCC(=O)OCC(=O)Nc2cccc(S(=O)(=O)N3CCCCC3)c2)cc1` gave HTR5A inv ctr -16, DAGLB inhibitor 1, SUMO Mot1 rescue -28, AddAB inh 0.0, Ecoli viability 0.9, PKA-R2B activ -7, HTR5A ag 4, PKA-R1A activ -14, phage Ecoli inh 4.2, CDK5 p35 inh -1.3 and Tat export inh 6.
S=C(NCc1cccs1)Nc1ccccc1Cl was read as HTR5A inv ctr 10, DAGLB inhibitor -1, SUMO Mot1 rescue -38, AddAB inh 2.2, Ecoli viability 2.5, PKA-R2B activ 5, HTR5A ag 2, PKA-R1A activ -1, phage Ecoli inh 0.9, CDK5 p35 inh 2.2 and Tat export inh -2.
For COc1ccccc1N1C(=NC(=O)C(C)Oc2ccccc2)SC2CS(=O)(=O)CC21 (stereo unspecified) the results were HTR5A inv ctr 16, DAGLB inhibitor -1, SUMO Mot1 rescue 13, AddAB inh 2.7, Ecoli viability -1.9, PKA-R2B activ -13, HTR5A ag -1, PKA-R1A activ 12, phage Ecoli inh 4.7, CDK5 p35 inh -1.2 and Tat export inh 1.
COc1ccc(-c2nnc(OC)c3ccccc23)cc1 was read as HTR5A inv ctr 0, DAGLB inhibitor -3, SUMO Mot1 rescue 14, AddAB inh 0.8, Ecoli viability -0.8, PKA-R2B activ 1, HTR5A ag 0, PKA-R1A activ -15, phage Ecoli inh 3.3, CDK5 p35 inh -1.2 and Tat export inh -1.
For COCC(=O)Nc1ccccc1C(=O)NC(C)C the results were HTR5A inv ctr 13, DAGLB inhibitor 5, SUMO Mot1 rescue 4, AddAB inh 1.3, Ecoli viability 2.7, PKA-R2B activ 3, HTR5A ag -5, PKA-R1A activ -9, phage Ecoli inh 1.9, CDK5 p35 inh 1.1 and Tat export inh -5.
Cc1c(Cl)cccc1NC(=S)NC(=O)c1cncc(Br)c1 was read as HTR5A inv ctr 36, DAGLB inhibitor -20, SUMO Mot1 rescue 87, AddAB inh 4.3, Ecoli viability 2.1, PKA-R2B activ -3, HTR5A ag -4, PKA-R1A activ -14, phage Ecoli inh -0.1, CDK5 p35 inh -1.9 and Tat export inh 3.
Screening O=C(Nc1cccc(-c2ccc(N3CCCCC3)nn2)c1)C(F)(F)F returned HTR5A inv ctr -1, DAGLB inhibitor 0, SUMO Mot1 rescue 75, AddAB inh 6.0, Ecoli viability 1.5, PKA-R2B activ 2, HTR5A ag 3, PKA-R1A activ -4, phage Ecoli inh 2.2, CDK5 p35 inh -1.7 and Tat export inh 0.
For Cc1cc(NC(=O)CCC(=O)N(c2ccccc2C)C(C(=O)NC2CCCC2)c2ccccc2)no1 (stereo unspecified) the results were HTR5A inv ctr 6, DAGLB inhibitor 3, SUMO Mot1 rescue 204, AddAB inh 3.1, Ecoli viability 0.3, PKA-R2B activ -1, HTR5A ag 0, PKA-R1A activ -7, phage Ecoli inh -2.6, CDK5 p35 inh 0.9 and Tat export inh 9.
For O=C1NC(=S)N/C1=C/c1cccc([N+](=O)[O-])c1 the results were HTR5A inv ctr -4, DAGLB inhibitor -1, SUMO Mot1 rescue 77, AddAB inh 5.2, Ecoli viability 2.7, PKA-R2B activ 5, HTR5A ag 2, PKA-R1A activ 0, phage Ecoli inh 6.1, CDK5 p35 inh 0.7 and Tat export inh 0.
For CC12CCC(O)CC1=CCC1C2CCC2(C)c3[nH]ncc3CC12 (stereo unspecified) the results were HTR5A inv ctr -8, DAGLB inhibitor 0, PKA-R2B activ -10, HTR5A ag 2, PKA-R1A activ 0, phage Ecoli inh 0.5, CDK5 p35 inh -0.6 and Tat export inh -2.
Screening COc1cc(NC(=O)CCCNC(=O)c2ccc(Cl)cc2)cc(OC)c1OC returned HTR5A inv ctr 5, DAGLB inhibitor -2, SUMO Mot1 rescue -14, AddAB inh -1.2, Ecoli viability -1.8, PKA-R2B activ 3, HTR5A ag -1, PKA-R1A activ 2, phage Ecoli inh 2.4, CDK5 p35 inh -1.2 and Tat export inh -7.
Screening CCOC(=O)c1cccc(N2C(N)=NC(N)=NC2(C)C)c1 returned HTR5A inv ctr 25, DAGLB inhibitor 1, SUMO Mot1 rescue 21, AddAB inh 5.6, Ecoli viability 0.3, PKA-R2B activ -2, HTR5A ag -2, PKA-R1A activ 3, phage Ecoli inh 3.2, CDK5 p35 inh -0.7 and Tat export inh 8.
COc1ccc(CCN(C)Cc2ccc(OCc3ccccc3)c(OC)c2)cc1OC was read as HTR5A inv ctr -8, DAGLB inhibitor -5, SUMO Mot1 rescue 5, AddAB inh 3.0, Ecoli viability 0.4, PKA-R2B activ 3, HTR5A ag 3, PKA-R1A activ -3, phage Ecoli inh 1.6, CDK5 p35 inh -0.4 and Tat export inh 1.
S=C(Nc1ccc2nccnc2c1)N1CCOCC1 was read as HTR5A inv ctr 7, DAGLB inhibitor 0, SUMO Mot1 rescue -10, AddAB inh -0.3, Ecoli viability -1.3, PKA-R2B activ 11, HTR5A ag -2, PKA-R1A activ -3, phage Ecoli inh 1.8, CDK5 p35 inh -0.5 and Tat export inh -1.
For Cn1c(NC(=O)C[n+]2cc(-c3ccc(Cl)cc3)n3c2CCC3)cc(=O)n(C)c1=O the results were HTR5A inv ctr 19, DAGLB inhibitor -1, SUMO Mot1 rescue 2, AddAB inh 0.6, Ecoli viability -2.3, PKA-R2B activ -4, HTR5A ag 3, PKA-R1A activ -1, phage Ecoli inh 3.6, CDK5 p35 inh -4.6 and Tat export inh -4.
For CCOC(=O)N1CCN(Cc2nc3cc(NC(=O)C(C)C)ccc3n2CC)CC1 the results were HTR5A inv ctr 2, DAGLB inhibitor -1, SUMO Mot1 rescue 438, AddAB inh 2.7, Ecoli viability 2.8, PKA-R2B activ -5, HTR5A ag 0, PKA-R1A activ -3, phage Ecoli inh 2.8, CDK5 p35 inh -0.4 and Tat export inh -9.
`COCCn1c(C)cc(C(=O)COC(=O)CNC(=O)c2ccco2)c1C` gave HTR5A inv ctr -8, DAGLB inhibitor -2, SUMO Mot1 rescue 26, AddAB inh 2.8, Ecoli viability 3.7, PKA-R2B activ -3, HTR5A ag 3, PKA-R1A activ -9, phage Ecoli inh 5.6, CDK5 p35 inh -1.7 and Tat export inh 5.
COc1ccccc1C(=O)COC(=O)COc1ccc(C#N)cc1 was read as HTR5A inv ctr 8, DAGLB inhibitor -13, SUMO Mot1 rescue 21, AddAB inh -1.1, Ecoli viability 0.4, PKA-R2B activ 1, HTR5A ag -2, PKA-R1A activ 2, phage Ecoli inh 4.3, CDK5 p35 inh 0.6 and Tat export inh 6.
Screening O=C1CC(N2CCN(c3cccc(C(F)(F)F)c3)CC2)C(=O)N1c1ccccc1F (stereo unspecified) returned HTR5A inv ctr -19, DAGLB inhibitor -6, SUMO Mot1 rescue 189, AddAB inh -1.6, Ecoli viability 1.5, PKA-R2B activ 11, HTR5A ag 7, PKA-R1A activ 0, phage Ecoli inh 1.2, CDK5 p35 inh 1.3 and Tat export inh 1.
Screening Cc1ccc(-c2nnc(-c3ccccc3)c(-c3ccccc3)n2)cc1 returned HTR5A inv ctr 9, DAGLB inhibitor -14, SUMO Mot1 rescue 4, AddAB inh 2.2, Ecoli viability 3.4, PKA-R2B activ -7, HTR5A ag -3, PKA-R1A activ 16, phage Ecoli inh 2.0, CDK5 p35 inh -0.4 and Tat export inh 4.
`C=C(C)c1cccc(C(C)(C)NC(=O)Nc2ccc3[nH]c(=O)[nH]c3c2)c1` gave HTR5A inv ctr -9, DAGLB inhibitor 2, SUMO Mot1 rescue -13, AddAB inh -0.8, Ecoli viability -0.3, PKA-R2B activ -16, HTR5A ag -3, PKA-R1A activ 3, phage Ecoli inh 1.9, CDK5 p35 inh -0.1 and Tat export inh -9.
For CCCCCCc1nc2ccccc2c(=O)n1N the results were HTR5A inv ctr -16, DAGLB inhibitor -8, SUMO Mot1 rescue -10, AddAB inh 3.0, Ecoli viability 2.1, PKA-R2B activ -6, HTR5A ag 0, PKA-R1A activ -5, phage Ecoli inh 2.9, CDK5 p35 inh 0.2 and Tat export inh -3.
For CC(C)Cn1c(SCC(=O)Nc2ccc(Cl)cc2F)nc(O)cc1=O the results were HTR5A inv ctr 2, DAGLB inhibitor -4, SUMO Mot1 rescue -4, AddAB inh 0.8, Ecoli viability -0.9, PKA-R2B activ -9, HTR5A ag -1, PKA-R1A activ -11, phage Ecoli inh 2.1, CDK5 p35 inh 0.6 and Tat export inh -9.
COc1cc(SC)ccc1C(=O)N1CCN(Cc2ccc3c(c2)OCO3)CC1 was read as HTR5A inv ctr 6, DAGLB inhibitor 0, SUMO Mot1 rescue 37, AddAB inh 1.5, Ecoli viability -2.3, PKA-R2B activ -12, HTR5A ag -2, PKA-R1A activ -9, phage Ecoli inh -0.6, CDK5 p35 inh -1.3 and Tat export inh 4.
